POLI inh – blocks human DNA polymerase iota activity | Q9UNA4 | Pol iota fluorescent replication assay, 10 min | Potency, µM (doses to about 115 µM), for inactives: at the top dose activity, negative = inhibition, usual class: inhibitors | 1% of 390,000 active
Target sequence (Q9UNA4 whole entry, looked up): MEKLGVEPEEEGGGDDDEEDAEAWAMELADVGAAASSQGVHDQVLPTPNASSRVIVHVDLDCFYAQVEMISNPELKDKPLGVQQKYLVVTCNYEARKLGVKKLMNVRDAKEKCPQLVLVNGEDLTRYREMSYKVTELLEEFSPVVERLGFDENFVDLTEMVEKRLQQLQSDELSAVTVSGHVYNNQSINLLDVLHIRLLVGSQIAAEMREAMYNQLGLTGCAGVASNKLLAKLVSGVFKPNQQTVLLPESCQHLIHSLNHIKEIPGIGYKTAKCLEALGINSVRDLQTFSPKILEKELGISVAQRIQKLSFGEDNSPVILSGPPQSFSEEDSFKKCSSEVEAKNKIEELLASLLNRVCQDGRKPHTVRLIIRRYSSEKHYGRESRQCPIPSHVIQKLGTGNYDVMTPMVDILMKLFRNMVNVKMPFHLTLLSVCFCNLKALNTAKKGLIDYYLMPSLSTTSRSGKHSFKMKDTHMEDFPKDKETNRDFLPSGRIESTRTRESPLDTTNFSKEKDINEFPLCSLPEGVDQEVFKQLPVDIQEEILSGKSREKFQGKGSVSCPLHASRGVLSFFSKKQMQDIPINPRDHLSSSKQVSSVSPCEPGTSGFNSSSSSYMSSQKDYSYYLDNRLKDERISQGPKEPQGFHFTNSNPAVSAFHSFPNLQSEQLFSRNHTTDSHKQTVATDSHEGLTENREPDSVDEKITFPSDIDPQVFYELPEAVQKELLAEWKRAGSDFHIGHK
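Pol iota at 10 nM preincubated 15 min with compounds at room temperature; reaction started with fluorescent substrate, 50 nM final. Fluorescence read kinetically at 0 and 10 min; buffer-only wells as negative control.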
APE1 inh – APE1 (human) endonuclease inhibition; P27695; recombinant APE1, TAMRA/BHQ-2 abasic DNA cleavage fluorescence; Potency, µM (series often up to 65.8 µM), without a hit: at the top dose activity change, negative = inhibition, usual class: inhibitors; 0.35% of 350,000 active;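 note: plate controls were vehicle for no effect and reference inhibitor for full effect; nearly all actives have a fitted effect of over 55% in size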
Target sequence (P27695 whole entry, looked up): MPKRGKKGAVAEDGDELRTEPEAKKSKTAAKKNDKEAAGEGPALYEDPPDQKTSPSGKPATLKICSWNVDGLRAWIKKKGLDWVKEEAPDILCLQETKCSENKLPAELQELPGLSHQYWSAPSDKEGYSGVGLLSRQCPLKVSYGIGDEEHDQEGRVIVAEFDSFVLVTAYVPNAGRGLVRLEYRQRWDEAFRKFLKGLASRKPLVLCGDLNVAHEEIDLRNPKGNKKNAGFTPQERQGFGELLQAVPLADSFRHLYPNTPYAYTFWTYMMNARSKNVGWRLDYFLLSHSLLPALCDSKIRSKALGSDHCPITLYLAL
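Endonuclease cleavage of a quenched abasic-site DNA duplex (50 nM) by APE1 (0.75 nM) was tracked by TAMRA dequenching. Compounds were preincubated with enzyme 15 min at room temperature; data normalized to buffer-only and DMSO wells plus NSC13755 control.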
G9a block – G9a (human) methyltransferase inhibition; Potency, µM (doses to about 102 µM), without a hit: top-dose activity, negative = inhibition, most hits filed as inhibitors; G9a H3K9 monomethylation, AlphaScreen, 2 h; Q96KQ7; 8.8% of 350,000 active; AID 504332; note: % is set by controls: 0 for no effect and ±100 for the full control effect; nearly all actives have a fitted effect of over 75% in size
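AlphaScreen detection with an anti-monomethyl H3K9 antibody quantified product after a 2 h room-temperature reaction containing 500 nM biotinylated H3K9 peptide, 20 µM SAM and 20 nM enzyme, which had been preincubated 15 min with compound.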
JMJD2A Tudor inh – inhibitors of human JMJD2A Tudor domain. Potency, µM (titrated, usually from 114 µM), without a hit: at the highest dose activity change, negative = inhibition, usual class: inhibitors. AlphaScreen JMJD2A-Tudor / H3K4me3 peptide binding. 4.4% of 390,000 active. O75164; note: % is set by controls: 0 for no effect and ±100 for the full control effect; nearly all actives have a fitted effect of over 50% in size
Pol beta inh – DNA polymerase beta (human) inhibition. 1.3% of 340,000 active. Potency, µM (doses to about 114 µM), inactives show top-dose activity change, negative = inhibition, actives largely listed as inhibitors. P06746. Pol beta primer extension/strand displacement, fluorescence kinetic. AID 485314; note: % is set by controls: 0 for no effect and ±100 for the full control effect
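10 nM enzyme + cpd, 15 min RT; start with substrate 50 nM final; read 0 min and after 10 min RT. Corrected, normalized data; 4-parameter Hill curve fit.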
POLH inh – inhibitors of human DNA polymerase eta | recombinant Pol eta, fluorescent DNA replication assay | Q9Y253 | 1.2% of 390,000 active | Potency, µM (top dose mostly 114 µM), without a hit: top-dose activity change, negative = inhibition, hits mostly inhibitors; note: % is set by controls: 0 for no effect and ±100 for the full control effect
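Pol eta (10 nM) was preincubated with compounds for 15 min at room temperature, after which fluorescent replication substrate (50 nM final) was added to start the reaction. Fluorescence was read kinetically at 0 and 10 min.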
BAZ2B inh – blocks human BAZ2B; Q9UIF8; AlphaScreen BAZ2B-H3K14Ac peptide displacement; Potency, µM (series often up to 114 µM), for the others: at the top dose activity change, negative = inhibition, most hits filed as inhibitors; 4.4% of 360,000 active; AID 504333; note: % is set by controls: 0 for no effect and ±100 for the full control effect; nearly all actives have a fitted effect of over 60% in size
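In this displacement format the biotinylated H3(5-23) peptide acetylated at Lys14 serves as ligand at 50 nM, with BAZ2B at 50 nM in PBS pH 7.4 containing 0.01% Tween-20. Donor and acceptor beads are 10 ug/mL final.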
Pol kappa inh – inhibitors of human DNA polymerase kappa. Potency, µM (titrated, usually from 107 µM), inactives show at the top dose activity, negative = inhibition, usual class: inhibitors. Q9UBT6. AID 588579. purified Pol kappa, fluorescent DNA synthesis assay, 10 min. 0.53% of 400,000 active; note: % is set by controls: 0 for no effect and ±100 for the full control effect
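50 nM final substrate added after 15 min RT preincubation of 10 nM Pol kappa with compound; fluorescence read at 0 and 10 min.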
BLM inh – blocks DNA unwinding by human BLM helicase; P54132; Potency, µM (titrated, usually from 56.1 µM), inactives show top-dose activity change, negative = inhibition, hits mostly inhibitors; recombinant BLM DNA unwinding, fluorescence dequenching; 0.2% of 350,000 active; AID 2528;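 note: plate controls were vehicle for no effect and no enzyme for full effect; nearly all actives have a fitted effect of over 35% in size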
* hit, by the source's call; ? = inconclusive; · = not tested or not shown; & = joins results of further samples; [ ] = remark or other dose. Calls come from the whole dose curve; as a rule, active = well fitted curve in the direction sought with a large enough effect; inconclusive = small, poorly fitted or top-dose-only effect, or another doubt; inactive = no such curve, though single readings can be large; an effect the other way counts as inactive or inconclusive. Potency is the fitted concentration of half-maximal effect. These rows are one share of the data; rates above refer to the full screens.

SMILES | POLI inh | APE1 inh | G9a block | JMJD2A Tudor inh | Pol beta inh | POLH inh | BAZ2B inh | Pol kappa inh | BLM inh
COc1ccc(CN2CCNC(=O)C2CC(=O)O)c(OC)c1 (configuration not stated) | 29% | 5% | 14µM* | -4% | -3% | -10% | 11% | -1% | -7%
CCOc1ccc(C2c3[nH]c4ccccc4c3CCN2CCCn2cccn2)cc1 (configuration not stated) | 3% | -6% | ? | ? | -2% | ? | -35% | -15% | -2%
CC(C)CN(C(=O)COC(=O)c1ccccc1Sc1ccccc1C#N)C1CCS(=O)(=O)C1 (configuration not stated) | 4% | 0% | 22%[59 µM] | -23% | 13% | -18% | 3% | -8% | -1%
Cc1nc2ccc(S(=O)(=O)Nc3cc(-c4nc5cccnc5s4)ccc3C)cc2s1 | -22% | ? | 50µM* | -7% | -21% | -3% | -25% | 7% | -4%
COc1ccc(/C=N/Nc2cc(C)nc(N3CCOCC3)n2)cc1 | 2% | 4% | -45% | -4% | ? | -22% | -15% | 7% | -2%
COc1ccc(-c2nnc(SCC(=O)N3CCN(c4ccccc4)CC3)o2)cc1OC | 0% | 5% | ? | ? | 28% | -7% | 4% | -17% | -2%
CCOC(=O)C1CCN(C(=O)C2CCN(S(=O)(=O)CC)CC2)CC1 | 15% | 0% | -7%[2.33 µM] | -20% | 3% | 1% | -4% | 2% | 1%
COc1ccc(-n2cnnc2SCC(=O)Nc2nc(C)c(Cl)cc2Cl)cc1 | -5% | -1% | 12%[59 µM] | 2% | ? | -5% | -5% | -5% | 0%
CC(=O)Nc1cccc(Cl)c1C(=O)O | 6% | -2% | -5%[59 µM] | -8% | 20% | -2% | 1% | -9% | 1%
Cc1cc(C(=O)NN=C2CC(=O)CC(C)(C)C2)c(C)o1 | 117%[activator] | 4% | · | -10% | · | -14% | · | -10% | ·
COc1cc(NS(=O)(=O)c2ccc(Nc3nc(-c4cccc([N+](=O)[O-])c4)cs3)cc2)nc(OC)n1 | 4% | 15% | 50µM* | ? | 0% | ? | 45µM* | -26% | 3%
Cc1ccc(S(=O)(=O)CC(=O)Nc2sc3c(c2C#N)CCCC3)cc1 | ? | · | -2%[59 µM] | -16% | 8% | 4% | -1% | -7%[60.1 µM] | -1%
CC(=O)CSc1nc(N(C)C)nc(N(C)C)n1 | 29% | 8% | 1% | -2% | 5% | -13% | -26% | 9% | -1%
O=C(Nc1ccc2nc(-c3cccs3)c(-c3cccs3)nc2c1)NC1CC1 | 3% | 0% | -2%[59 µM] | 4% | -29% | -5% | 3% | -15% | -8%
Cc1ccccc1CNC(=O)Cc1cccs1 | -9% | -5% | -24% | -6% | 49%[activator] | -9% | 14% | 7% | 2%
CCN(CC)C(=O)CSc1nc(-c2cccs2)cc(-c2cccs2)c1C#N | ? | -2% | 4µM* | 1%[57.1 µM] | -27% | -8% | -7% | -14% | -4%
CCc1nnc(NC(=O)CSc2nnc(CSc3nc(C)cc(C)n3)o2)s1 | -6% | 4% | 40µM* | -24% | 30% | -14% | -8% | -20% | -1%
O=C(NCc1ccc2c(c1)OCO2)Nc1cccc2ccccc12 | 28% | 17% | -6%[59 µM] | -17% | 4% | 0% | 5% | 0% | 0%
Cn1c(SCC(=O)N2CCOCC2)nnc1-c1ccncc1 | 5% | 10%[12.4 µM] | -12%[59 µM] | 1% | 59% | 4% | 7% | -11% | -1%
Cc1c(-c2nsc(NC(=O)c3ccccc3)n2)nnn1-c1ccc(C(F)(F)F)c(Cl)c1 | 4% | · | -7%[59 µM] | -17% | 0% | -10% | 2% | -10% | -2%
COc1ccc(C(=O)C2CCCN(C(=O)c3ccc(C(C)=O)s3)C2)c(C)c1 (configuration not stated) | 1% | 13% | 16%[12.7 µM] | -36% | 1% | -8% | -6% | 9% | -1%
CON(C)C(=O)CC(CNC(=O)OC(C)(C)C)c1ccc(Cl)cc1 (configuration not stated) | 7% | 30% | · | -12% | · | -16% | · | -1% | ·
O=C(CN1CCN(c2ccccn2)CC1)NCCc1ccccc1 | 12% | 2% | 11%[59 µM] | -14%[11.4 µM] | 1% | -18% | 3% | -5% | -2%
CCN(C[C@H]1N[C@@](C)(C(=O)OC)[C@H]2C(=O)N(Cc3ccccc3)C(=O)[C@@H]12)C(=O)Nc1ccc(Cl)cc1 | 4% | 45% | · | -21% | · | -3% | · | 0% | ·
O=C(Nc1ccc(N2CCOCC2)cc1)C1(c2ccc(Cl)cc2)CCC1 | -11% | -1% | 45µM* | -33% | 0% | -15% | ? | -2% | -7%

Compound profiles, from the list above. Order of screens: POLI inh, APE1 inh, G9a block, JMJD2A Tudor inh, Pol beta inh, POLH inh, BAZ2B inh, Pol kappa inh, BLM inh
Entry for `COc1ccc(-n2cnnc2SCC(=O)Nc2nc(C)c(Cl)cc2Cl)cc1` → -5%, -1%, 12%[59 µM], 2%, ?, -5%, -5%, -5%, 0%
Entry for `CCN(CC)C(=O)CSc1nc(-c2cccs2)cc(-c2cccs2)c1C#N` → ?, -2%, 4µM*, 1%[57.1 µM], -27%, -8%, -7%, -14%, -4%
Entry for `COc1ccc(/C=N/Nc2cc(C)nc(N3CCOCC3)n2)cc1` → 2%, 4%, -45%, -4%, ?, -22%, -15%, 7%, -2%
Entry for `Cn1c(SCC(=O)N2CCOCC2)nnc1-c1ccncc1` → 5%, 10%[12.4 µM], -12%[59 µM], 1%, 59%, 4%, 7%, -11%, -1%
Entry for `COc1ccc(C(=O)C2CCCN(C(=O)c3ccc(C(C)=O)s3)C2)c(C)c1` (configuration not stated) → 1%, 13%, 16%[12.7 µM], -36%, 1%, -8%, -6%, 9%, -1%

New compounds follow
SMILES | POLI inh | APE1 inh | G9a block | JMJD2A Tudor inh | Pol beta inh | POLH inh | BAZ2B inh | Pol kappa inh | BLM inh
COc1ccc(C(=O)N2CCC(n3nccc3NC(=O)C3CC3)CC2)c(OC)c1OC | 15% | 5% | 5% | -9% | -12% | -19% | -3%[57.1 µM] | -14% | -1%
Cc1cc2oc3c(c(=O)c2cc1C)C(c1ccc(F)cc1)N(CCCN1CCOCC1)C3=O (configuration not stated) | -17% | -2% | ? | -16% | 85% | -7% | 4% | -2% | -7%
Cc1cccc(N2CCN(C(=O)C3CCN(S(=O)(=O)c4cccc5nsnc45)CC3)CC2C)c1 (configuration not stated) | 12% | 0% | -33%[59 µM] | ? | -19% | -14% | -8% | 3% | -3%
Cc1ccccc1OCCc1c(C)[nH]c(=S)[nH]c1=O | 16% | 0% | -42% | -11% | 15% | -2% | · | 1% | 1%
O=C(Cc1cccs1)Nc1ccccc1NC(=O)Cc1cccs1 | 3% | -1% | 7%[12.7 µM] | 4% | -1% | -9% | 5% | 4% | 0%
Cc1ccc(C(C)C)c(OCCN2C(=O)NC(C)(C)C2=O)c1 | 4% | 0% | -9% | 0%[57.1 µM] | -17% | 4% | 1% | -12% | -2%
CCOc1ccc(NC(=O)CSc2nnc(-c3ccc(OCC)cc3)o2)cc1 | -1% | · | -26%[59 µM] | -13% | 2% | 9% | 2% | -1% | 1%
CCOc1ccc(NC(=O)CC2C(=O)N(c3ccccc3)C(=O)N2CCc2cccs2)cc1 (configuration not stated) | 32%&1%[activator] | 3% | 5%[59 µM] | -20%&-15% | 7%&0% | -5%&-19% | -11%&-24% | -17%&-18% | -12%&-8%
Cc1ccn2c(Nc3ccc(F)cc3)c(-c3ccc(C)o3)nc2c1 | 14% | · | -45%[59 µM] | -10% | 18% | -4% | -7% | 10% | -4%
CCCOc1cccc(C2c3c(oc4ccc(F)cc4c3=O)C(=O)N2CCc2ccc(OC)cc2)c1 (configuration not stated) | 40%[activator] | · | -5%[59 µM] | -4% | -3% | -13% | 1% | 6% | 0%
CCOC(=O)c1c(C)[nH]c(C)c1C(=O)CSc1nc2ccccc2n1CCC#N | -4% | 5% | -3%[59 µM] | -26% | 9% | -15% | -28% | -6% | -7%
COc1ccc(NC(=O)C2CCN(S(=O)(=O)c3ccc(Br)s3)CC2)cc1OC | 258%[activator] | 0% | -7% | -13% | 0% | -17% | -18% | -7% | -7%
CC1CCC2(CC1)NC(=O)N(NC(=O)c1cc3ccccc3o1)C2=O (configuration not stated) | ? | 18% | 18%[59 µM] | 10% | · | ? | -3% | -44% | ·
COc1ccc(C(=O)CSc2nnc(COc3ccc(C#N)cc3)n2-c2ccccc2)cc1 | 15% | 17% | -11%[59 µM] | 8% | 12% | -12% | 2% | -10% | -2%
O=C(COC(=O)c1ccc2c(c1Cl)C(=O)c1ccccc1C2=O)NC1CC1 | ? | ? | ? | ? | ? | ? | ? | -21% | -11%
COc1ccc(-c2cc3c(=O)n(CC(=O)Nc4ccc(C(C)=O)cc4)ncn3n2)cc1 | -15% | 5% | 32% | 5% | 14% | -13% | -3% | -6% | 1%
CC1CCN(C(=O)c2ccc(NC3=C(Cl)C(=O)N(Cc4ccccc4)C3=O)cc2)CC1 | -4% | 40% | ? | -35% | · | ? | -27% | -4% | ·
CC(C)[C@H]1CN=C2N(CCNC(=O)CCC3CCCCC3)[C@H](Cc3ccc(O)cc3)CN21 | -24% | 4% | -109%[59 µM] | ? | 21% | -6% | -23% | 8% | -10%
O=C(Nc1cccc(C(F)(F)F)c1)c1ccc(N2CCNCC2)c([N+](=O)[O-])c1 | 76%[activator] | 2% | -27% | ? | 29% | -1% | -19% | -1% | -6%
COCCCNC(=O)c1ccccc1NS(C)(=O)=O | 15% | -1% | -3%[59 µM] | -16% | -26% | -13% | 2% | -4% | 2%
CC[n+]1c(S(=O)(=O)[O-])ccc2ccc(C)cc21 | 73%[activator] | 24% | -12%[59 µM] | -6% | 9% | -16% | 1% | -7% | -1%
Cc1ccccc1OCC(=O)Nc1ccc2oc(=O)ccc2c1 | 147%[activator] | ? | 11%[59 µM] | -5% | 6% | 1% | -21% | -4% | -7%
O=C(CSc1cccc[n+]1[O-])c1ccccc1Br | 64%[activator] | 4% | 0.5µM* | -10% | 13% | 14% | -28% | -11% | -1%
CCOc1ccc(-c2nc(CSCC(=O)N3CCN(c4ccc(F)cc4)CC3)c(C)o2)cc1 | -6% | · | ? | -29% | -3% | -21% | -9% | -7%[60.1 µM] | 0%
CCN(CC)C(=O)c1sc(NC(=O)C2c3ccccc3Oc3ccccc32)c(C(=O)OC(C)C)c1C | -17% | · | -19%[59 µM] | -2% | 11% | -30% | -7% | -10% | -3%
CC(=O)Nc1ccc(NC(=O)CSc2ccc(-c3ccc(-n4ccnc4)cc3)nn2)cc1 | ? | 30% | -46% | -26% | · | -11% | -30% | 3% | ·

Screening results: PubChem, National Center for Advancing Translational Sciences (NCATS)
